Luc counter: Counterscreen for Luciferase (Kinase-Glo TM) Inhibition; Kinase-Glo luciferase, ATP luminescence, 8 min; hit rate 0.28% among 200,000; Potency, µM (highest dose often 38.3 µM), inactives show at the highest dose activity change, negative = inhibition, usual class: inhibitors; AID 1379, 2008; also: potency is read from the fitted curve at half-maximal effect; % is scaled to controls: 0 for no effect and ±100 for the full control effect; nearly all actives have a fitted effect of over 60% in size
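Kinase-Glo luciferase light output from ATP and luciferin was measured with 10 uM ATP, within the enzyme's linear range. Buffer: 50 mM imidazole pH 7.2, 50 mM KCl, 7 mM MgCl2, 0.01% Tween 20, 0.05% BSA; luminescence read after 8 min at ambient temperature.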
LMNA splice mod: qHTS Assay for Modulators of Lamin A Splicing | HeLa LMNA splicing GFP/RFP minigene ratio, 48 h | Potency, µM (series often up to 46.1 µM), for the others: at the highest dose ratio change, negative = inhibition, most hits filed as inhibitors | hit rate 0.01% among 200,000 | AID 1487, 2009; active = well fitted inhibition curve with a large enough effect in the signal ratio, with a control signal flat, not every such curve was filed as active; inconclusive = small, poorly fitted or top-dose-only effect, or effect the other way, or a change in a side signal; the % refers to the signal ratio; also: potency is read from the fitted curve at half-maximal effect; % is scaled to controls: 0 for no effect and ±100 for the full control effect
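S3 HeLa cells stably expressing lamin A-EGFP splicing minigene plus DsRed2, 600 cells/well, 48 h compound exposure at 37C. Laser-scanning cytometry; analysed as GFP (500-530 nm)/RFP (575-640 nm) total intensity ratio; 0.5% DMSO vehicle.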
IMPase Li cell: qHTS Assay for Identifying the Cell-Membrane Permeable IMPase Inhibitors: Potentiation with Lithium | CHO-M1 cells, IP1 TR-FRET (IP-One), carbachol + lithium | Potency, µM (doses to about 59.4 µM), for inactives: at the top dose activity, negative = IMPase inhibition, actives largely listed as inhibitors | hit rate 0.35% among 210,000;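 also: IP1 builds up when IMPase is blocked and the TR-FRET signal falls; potency is read from the fitted curve at half-maximal effect; plate controls were basal vehicle for no effect and high inhibitor control for full effect; nearly all actives have a fitted effect of over 50% in size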
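Readout is a homogeneous TR-FRET IP1 immunoassay (Ex 320, Em 665 and 620), where raised cytosolic IP1 lowers signal. Cells were CHO-M1 treated 30 min at 37C with test compounds plus a little lithium; AC50 values came from Hill-equation fitting.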
NPSR antagonist: qHTS Assay for Antagonists of the Neuropeptide S Receptor: cAMP Signal Transduction. hit rate 1% among 220,000. Q6W5P4. CHO-NPSR cells, cAMP TR-FRET, antagonist mode. Potency, µM (top dose mostly 38.3 µM), inactives show top-dose activity change, negative = inhibition, hits mostly inhibitors; also: potency is read from the fitted curve at half-maximal effect; % is scaled to controls: 0 for no effect and ±100 for the full control effect; nearly all actives have a fitted effect of over 50% in size; many of its hits are not listed in these tables
Target sequence (Q6W5P4 whole entry, looked up): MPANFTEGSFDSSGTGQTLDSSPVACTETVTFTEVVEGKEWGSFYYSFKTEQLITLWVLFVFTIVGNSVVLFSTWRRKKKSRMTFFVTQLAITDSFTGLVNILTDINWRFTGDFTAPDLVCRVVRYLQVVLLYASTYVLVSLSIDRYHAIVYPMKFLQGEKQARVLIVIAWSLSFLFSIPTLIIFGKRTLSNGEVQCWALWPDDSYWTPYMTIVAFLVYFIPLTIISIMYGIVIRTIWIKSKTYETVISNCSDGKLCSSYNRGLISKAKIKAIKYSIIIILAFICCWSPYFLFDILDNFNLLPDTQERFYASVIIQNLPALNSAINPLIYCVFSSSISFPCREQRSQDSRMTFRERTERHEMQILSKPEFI
Epigenetic derep: Quantitative High-Throughput Screen for Regulators of Epigenetic Control; murine LDR cells, GFP reporter derepression, 30 h; Potency, µM (doses to about 53.9 µM), for the others: at the top dose GFP activation, actives largely listed as activators; hit rate 0.2% among 280,000; AID 1865, 2009; also: potency is read from the fitted curve at half-maximal effect; % of control where 0% means no effect; nearly all actives have a fitted effect of over 60% in size
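In this reporter-derepression format, murine cells bearing a silenced integrated CMV-GFP locus incubate with test compound (30 h, 37 C), then are washed and imaged; fluorescent objects of 20–120 um count as induced cells.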
HTT aggregate: qHTS Multiplex Assay to Identify Dual Action Probes in a Cell Model of Huntington: Aggregate Formation (GFP) | PC12 HttQ103-GFP aggregates, Acumen cytometry, 40 h | Potency, µM (highest dose often 46.1 µM), inactives show at the top dose activity change, negative = inhibition, most hits filed as inhibitors | hit rate 1.1% among 220,000; also: potency is read from the fitted curve at half-maximal effect; % is scaled to controls: 0 for no effect and ±100 for the full control effect; nearly all actives have a fitted effect of over 60% in size
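Steps: seed 1500 PC12 HTTQ103-GFP cells/well; add tebufenozide, 100 nM final; add compound titration; add ATPLite reagent; quantify GFP aggregates by laser scanning cytometry.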
CBFb RUNX1 block: qHTS Assay for Compounds Blocking the Interaction Between CBF-beta and RUNX1 for the Treatment of Acute Myeloid Leukemia; Potency, µM (top dose mostly 59.8 µM), inactives show at the top dose activity, negative = inhibition, usual class: inhibitors; AID 1477, 2009; AlphaScreen CBFb-His/RUNX1-biotin binding, biochemical; 230,000 tested, under 10 active; Runt-related transcription factor 1 (Homo sapiens) + Core-binding factor subunit beta …; also: % of control where 0% means no effect
Target sequence (Q01196 whole entry, looked up): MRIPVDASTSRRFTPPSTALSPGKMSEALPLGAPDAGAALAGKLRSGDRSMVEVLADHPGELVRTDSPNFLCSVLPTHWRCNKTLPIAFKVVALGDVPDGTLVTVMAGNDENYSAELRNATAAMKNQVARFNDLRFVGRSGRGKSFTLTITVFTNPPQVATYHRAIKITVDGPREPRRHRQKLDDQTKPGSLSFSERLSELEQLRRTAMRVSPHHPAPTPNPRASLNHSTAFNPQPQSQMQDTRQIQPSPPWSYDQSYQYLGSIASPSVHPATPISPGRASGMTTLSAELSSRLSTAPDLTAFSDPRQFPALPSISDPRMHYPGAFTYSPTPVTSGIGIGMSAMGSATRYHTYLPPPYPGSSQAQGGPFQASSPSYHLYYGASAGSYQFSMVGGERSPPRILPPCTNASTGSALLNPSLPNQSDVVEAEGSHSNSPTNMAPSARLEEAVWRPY
Target sequence (Q13951 whole entry, looked up): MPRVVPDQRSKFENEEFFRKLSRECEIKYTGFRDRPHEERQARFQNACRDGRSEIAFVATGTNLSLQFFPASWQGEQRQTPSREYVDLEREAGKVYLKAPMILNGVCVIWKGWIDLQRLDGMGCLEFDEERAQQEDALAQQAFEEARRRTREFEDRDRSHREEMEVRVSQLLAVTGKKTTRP
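His-tagged CBF-beta and biotinylated RUNX1 (30 nM each) were premixed 20 min at room temperature, exposed to compound for 15 min, then given nickel-chelate and streptavidin AlphaScreen beads (50 ng each). After 90 min, AlphaScreen signal was read.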
* = called active by the depositor; ? = inconclusive; nt = no result given; [ ] = remark or other dose. Unless noted, calls follow the shape of the dose curve; as a rule, active = well fitted curve in the direction sought with a large enough effect; inconclusive = small, poorly fitted or top-dose-only effect, or another doubt; inactive = no such curve, though single readings can be large; an effect the other way counts as inactive or inconclusive. These rows are one share of the data. The share of hits here may be higher or lower than overall.

SMILES | Luc counter | LMNA splice mod | IMPase Li cell | NPSR antagonist | Epigenetic derep | HTT aggregate | CBFb RUNX1 block
COc1ccc(-n2c(O)c(C=NCC(c3ccco3)N3CCCC3)c3ccccc3c2=O)cc1OC (configuration not stated) | 1% | nt | 31%[activator] | -22% | -1.0% | 5% | ?
CCOC(=O)c1nc(C)sc1-c1ccnn1S(=O)(=O)c1ccc(Cl)cc1Cl | nt | nt | nt | ? | -1.3% | -11%[9.22 µM] | 8%
COc1ccc(CCNC(=O)c2ccccc2N(C)S(=O)(=O)c2ccccc2)cc1 | 4% | ? | 6% | -1% | 1.3% | 2% | -3%
Cc1ccc(C2=NN(CCC(=O)NCc3ccc4c(c3)OCO4)C(=O)CC2)cc1 | -5% | -3% | -1% | 13% | -0.9% | 4% | 3%
Cc1ccc(C2CC(=O)c3cnc(N4CC(C)CC(C)C4)nc3C2)cc1 (configuration not stated) | -1% | 8% | 12%[38.3 µM] | -10%[46.1 µM] | 0.0% | 5% | -1%
CCN(CC)C(=O)c1ccccc1NC(=O)c1ccccc1C | -6% | nt | -10% | 18% | 5.5% | -6% | -2%
O=C1NC(c2ccccc2Br)=N/C1=C\c1ccco1 | nt | nt | nt | -24% | 0.0% | -13%[9.22 µM] | -1%
COc1ccc(-c2cn3cccc(C)c3n2)cc1Br | -8% | 1% | 5% | 30% | 1.3% | 22% | 11%
CCOC(=O)c1[nH]c(C)c(C(=O)N2CCN(C(=O)c3ccco3)CC2)c1C | -1% | -8% | 8% | 1%[46.1 µM] | -0.8% | -2% | -1%
CN(C)CCCNC(=O)/C=C/c1ccc2c(c1)OCO2 | -1% | -5% | 2% | 5% | -0.9% | -2% | 15%
CCc1ccc(NC(=O)CSc2nnc(-c3cccs3)n2CC)cc1 | 1% | -12% | -1%[38.3 µM] | -11%[46.1 µM] | 7.4% | 10% | -1%
c1ccc(Nc2nc3ccccc3[nH]2)nc1 | -6% | 10% | -9%[38.3 µM] | -15%[7.67 µM] | 13% | 1% | 5%
CCOC(=O)C1C(=O)CC(O)(c2ccccc2)CC1c1ccccc1 (configuration not stated) | -3% | 9% | -1%[38.3 µM] | -6%[46.1 µM] | 0.0% | ? | 10%
CCOC(=O)c1c(C)oc2c1c(C(c1cccnc1)N1CCN(C)CC1)c(O)c1ccccc12 (configuration not stated) | 5% | ? | 6%[38.3 µM] | ? | -1.0% | -5% | 0%
C/C=C(\C)c1nnc(NC(=O)OCC)s1 | -5% | -3% | -2% | 2%[46.1 µM] | 0.9% | 11% | 7%
Cc1cc(C(=O)Nc2ccc3[nH]ccc3c2)no1 | nt | nt | nt | -14% | -0.2% | -13%[9.22 µM] | 0%
COc1cc(-c2nc(S(=O)(=O)c3ccc(Cl)cc3)c(N(C)C)o2)cc(OC)c1OC | 0% | 2% | 10% | -20% | -0.1% | ? | -2%
Cc1ccc(CN(C(=O)Cn2nnc3ccccc32)C(C(=O)NCc2ccco2)c2cccs2)cc1 (configuration not stated) | -1% | ? | 7%[38.3 µM] | ? | 0.0% | 0% | -15%
COc1ccc(COn2c(=O)c(C)[n+]([O-])c3ccccc32)cc1OC | 1% | -9% | 20%[38.3 µM] | -5%[46.1 µM] | ? | 0% | -5%
Cc1cccc(NC(=O)CSc2nnc(-c3ccccc3)n2N)c1 | -4% | -3% | -14%[38.3 µM] | -5%[46.1 µM] | 0.0% | 6% | 5%
CCCOc1ccc(C(CC(=O)O)NC(=O)c2ccc3c(c2)OCO3)cc1 (configuration not stated) | -1% | 8% | -18%[38.3 µM] | -28%[46.1 µM] | -1.1% | 6% | 4%
COc1ccc2nc(C)cc(Nc3ccccc3O)c2c1 | 0% | ? | 14% | -13% | 3.0% | 11%[9.22 µM] | 7%
Cc1ccc(NC(=O)c2cc3c(=O)oc4ccccc4c3s2)nc1 | -1% | -12% | -16% | -44% | -1.0% | 4% | 4%
CCOc1ccc(/C=C/C(=O)NCCc2ccc(OC)c(OC)c2)cc1 | -2% | ? | 12% | -2% | -0.9% | -9% | 9%
COc1ccccc1NC(=O)CSCc1nc2ccccc2[nH]1 | 2% | -6% | 2% | 19% | -1.0% | 3% | 0%
More compounds.
SMILES | Luc counter | LMNA splice mod | IMPase Li cell | NPSR antagonist | Epigenetic derep | HTT aggregate | CBFb RUNX1 block
CC(=O)c1c(C)[nH]c(C(=O)COc2cc(C)ccc2C(C)C)c1C | 5% | ? | 18%[38.3 µM] | -14%[46.1 µM] | ? | 1µM* | -1%
CC(C)CC1NC(=O)N(CC(=O)NC2CCCc3ccccc32)C1=O (configuration not stated) | -1% | ? | -3% | 8% | 3.9% | 5% | 2%
CC1(C)CC(NC(=O)COc2ccc3ccccc3c2)CC(C)(C)N1 | -3% | 12% | -29%[38.3 µM] | 10%[46.1 µM] | 0.4% | 0% | 0%
C[C@]12CC(O)C3C(CCC4=CC(=O)CC[C@@]43C)C1CCC2c1csc(-c2ccccc2)n1 (some centres not stated) | nt | nt | nt | -43% | 2.2% | -2%[9.22 µM] | 5%
Cc1ccc(C)c2sc(N)nc12 | 2% | 10%[46 µM] | -6% | 2% | 0.0% | -4%[9.22 µM] | 5%
CC(=O)/C(=N/Nc1ccc(C)cc1)Sc1nnc(CCc2ccccc2)n1-c1ccccc1 | -1% | ? | -6% | -26% | 1.0% | 1% | -23%
O=[N+]([O-])c1ccc(O)c2cccnc12 | 0% | ? | -1% | -16% | 2.6% | 9% | -12%
CCOC(=O)N1CCN(CCC(=O)c2ccc(OC)cc2)CC1 | -1% | nt | 11% | -9% | 4.2% | ? | 9%
COCCn1c(COc2cccc(OC)c2)nnc1SCC(=O)N1CCOCC1 | 6% | 2% | -9%[38.3 µM] | -14%[46.1 µM] | -1.0% | 6% | 0%
CCc1ccc(CN2CCC(CO)(CC3CCCCO3)CC2)o1 (configuration not stated) | 0% | -10%[46 µM] | 8% | 19% | 0.0% | 3%[9.22 µM] | 5%
Cn1c(=O)c2c(nc(N/N=C/c3cccs3)n2Cc2ccccc2)n(C)c1=O | 5% | ? | 5% | 1% | -2.0% | -25% | 4%
COc1ccc(/C=N/NC(=O)c2ccc(Cl)cc2Cl)cc1COC(C)=O | -2% | -20% | 1% | -5% | 1.1% | -7% | 2%
Cc1cc(C(C)(C)C)oc1C(=O)NCCCNC(=O)c1oc(C(C)(C)C)cc1C | 1% | -7% | 10% | -14% | -1.0% | 5% | 0%
O=C(Nc1cc(=O)[nH]c2ncnn12)c1ccco1 | nt | nt | nt | -12% | 1.1% | 19%[9.22 µM] | 7%
O=C1C(=O)N2C(=C1C(=O)N1CCCCCC1)c1ccccc1CC21CCCC1 | nt | ? | nt | -1% | -1.1% | -28%[9.22 µM] | 4%
Cc1ccc(/C(N)=N/OC(=O)/C=C/c2ccccc2)cc1 | -5% | 12% | 14%[38.3 µM] | -10%[46.1 µM] | -1.2% | 10% | 5%
CNC1(c2nnnn2-c2c(C)cccc2C)CCOC(C)(C)C1 (configuration not stated) | nt | nt | nt | 7% | -1.2% | -18%[9.22 µM] | 2%
CCOC(=O)CSc1nnc(NC(=O)NC(C)C)s1 | 5% | -6%[46 µM] | -2% | 9% | -0.4% | -8% | 11%
O=[N+]([O-])c1cccc(N=Cc2sc3ccccc3c2O)c1 | -5% | 16%[46 µM] | 15% | -7% | -2.6% | 16% | ?
Cc1ccc(S(=O)(=O)N(C)c2ccc(C)c([N+](=O)[O-])c2)cc1 | 0% | nt | 13% | -16% | 4.8% | -31% | 3%
Cc1cc2oc(C(=O)Nc3ccc(S(=O)(=O)Nc4nccs4)cc3)cc(=O)c2cc1Cl | 2% | -12% | 1% | 0%[46.1 µM] | 1.1% | -7% | -4%
COc1ccccc1N1CCN(CC(O)COc2ccc3c(c2)OCO3)CC1 (configuration not stated) | 1% | -13%[46 µM] | 22% | 11% | -4.5% | -1% | ?
CC1(C)CCCC2(C)C3C(O)CC2(C)C(O)C31 (configuration not stated) | -1% | -8% | 2% | nt | -0.4% | nt | nt

Eight entries already listed, sorted by formula weight, smallest number first:
SMILES | Luc counter | LMNA splice mod | IMPase Li cell | NPSR antagonist | Epigenetic derep | HTT aggregate | CBFb RUNX1 block
CN(C)CCCNC(=O)/C=C/c1ccc2c(c1)OCO2 | -1% | -5% | 2% | 5% | -0.9% | -2% | 15%
CNC1(c2nnnn2-c2c(C)cccc2C)CCOC(C)(C)C1 (configuration not stated) | nt | nt | nt | 7% | -1.2% | -18%[9.22 µM] | 2%
Cc1ccc(S(=O)(=O)N(C)c2ccc(C)c([N+](=O)[O-])c2)cc1 | 0% | nt | 13% | -16% | 4.8% | -31% | 3%
COc1ccc(COn2c(=O)c(C)[n+]([O-])c3ccccc32)cc1OC | 1% | -9% | 20%[38.3 µM] | -5%[46.1 µM] | ? | 0% | -5%
CC(C)CC1NC(=O)N(CC(=O)NC2CCCc3ccccc32)C1=O (configuration not stated) | -1% | ? | -3% | 8% | 3.9% | 5% | 2%
CCCOc1ccc(C(CC(=O)O)NC(=O)c2ccc3c(c2)OCO3)cc1 (configuration not stated) | -1% | 8% | -18%[38.3 µM] | -28%[46.1 µM] | -1.1% | 6% | 4%
COc1ccccc1N1CCN(CC(O)COc2ccc3c(c2)OCO3)CC1 (configuration not stated) | 1% | -13%[46 µM] | 22% | 11% | -4.5% | -1% | ?
COCCn1c(COc2cccc(OC)c2)nnc1SCC(=O)N1CCOCC1 | 6% | 2% | -9%[38.3 µM] | -14%[46.1 µM] | -1.0% | 6% | 0%
